# Source: PubChem BioAssay
# A3G deaminase – APOBEC3G (human) deaminase inhibition; Q9HC16; recombinant A3G, ssDNA deamination FAM/TAMRA fluorescence; inhibition, % at 20 µM; actives 0.28% (n = 330,000); AID 493012;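 active = inhibition of at least 40% at 20 µM, with no more than 30% in the related APOBEC3A deaminase screen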;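 also: plate controls were DMSO wells with A3G for no effect and wells lacking A3G enzyme for full effect; some compounds called inactive have numbers as strong as hits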
# MPTP inh – permeability transition pore inhibition; actives 1.4% (n = 360,000); inhibition, % at 10 µM; isolated mouse mitochondria, Ca2+ swelling absorbance, 30 min;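 active = inhibition of 50% or more, scaled per plate between neutral and stimulator controls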;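 also: 0% = DMSO wells given calcium and 100% = 1 mM EGTA wells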
# mIAP block – blocks mouse intestinal alkaline phosphatase; purified mouse IAP, CDP-Star luminescence, 30 min; actives 0.2% (n = 330,000); AID 2806; inhibition, % at 10 µM;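 active = inhibition of at least 40% at 10 µM in the primary screen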;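 also: plate controls were DMSO with enzyme for no effect and no enzyme wells for full effect; values of inactives mirror those of a sister screen read the other way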
# beta cell repl – MIN6 beta-cell proliferation induction | MIN6 cells proliferation, ATPlite luminescence, 48 h; cells starved in 0.2% serum; 100% = growth in 10% serum | AID 2380 | proliferation, % at 10 µM | actives 0.29% (n = 330,000);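 active = compounds whose signal lies at least 3.5 SD above the mean of all wells on their plate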;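 also: 0% = DMSO-treated cells in low-serum medium and 100% = 10% serum control; some compounds called inactive have numbers as strong as hits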
# hIAP act – human IAP activation; P09923; purified human IAP, CDP-Star luminescence, 30 min; stronger effect = higher value; 1 = vehicle-only enzyme, 0 = enzyme-free background; activation factor at 10 µM; actives 0.16% (n = 330,000);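 active = activation factor of the enzyme at least 2-fold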; also: the source names both 10 and 20 µM as test concentration; values of inactives mirror those of a sister screen read the other way
# Target sequence (P09923 whole entry, looked up): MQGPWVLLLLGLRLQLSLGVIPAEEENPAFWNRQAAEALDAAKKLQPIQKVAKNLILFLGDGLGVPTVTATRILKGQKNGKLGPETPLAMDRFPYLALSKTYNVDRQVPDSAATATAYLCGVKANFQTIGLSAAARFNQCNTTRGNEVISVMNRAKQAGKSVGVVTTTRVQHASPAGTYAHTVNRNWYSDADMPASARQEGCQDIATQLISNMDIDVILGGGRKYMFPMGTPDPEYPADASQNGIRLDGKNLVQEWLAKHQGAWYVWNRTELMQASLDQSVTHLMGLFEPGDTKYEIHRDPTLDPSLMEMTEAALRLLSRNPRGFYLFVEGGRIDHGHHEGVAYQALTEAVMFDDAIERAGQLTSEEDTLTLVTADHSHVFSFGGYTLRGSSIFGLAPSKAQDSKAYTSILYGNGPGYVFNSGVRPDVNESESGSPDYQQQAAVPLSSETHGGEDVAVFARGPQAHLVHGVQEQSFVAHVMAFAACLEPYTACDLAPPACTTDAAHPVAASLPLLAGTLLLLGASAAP
# mIAP activ – mouse IAP activation; muIAP, CDP-Star luminescence, 30 min; stronger effect = higher value; 1 = vehicle-only enzyme signal, 0 = enzyme-free wells; activation factor at 10 µM; actives 0.24% (n = 330,000); AID 2805;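 active = activation factor of at least 2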; also: the source names both 10 and 20 µM as test concentration; values of inactives mirror those of a sister screen read the other way
#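 Assay system: mouse IAP enzyme; reagent: chemiluminescent substrate CDP-Star; dosing: test compounds delivered from DMSO solution; schedule: 30 min at room temperature; measured by: luminescence from enzymatic CDP-Star hydrolysis; controls: DMSO-only wells and no-enzyme negative control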
# A3A deaminase – blocks human APOBEC3A ssDNA deamination; P31941; recombinant A3A, FAM/TAMRA ssDNA deamination fluorescence; inhibition, % at 20 µM; actives 0.41% (n = 330,000); AID 493011;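 active = at least 40% inhibition at 20 µM here, with at most 30% in a related deaminase screen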;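 also: plate controls were A3A with DMSO for no effect and wells lacking A3A enzyme for full effect; some results filed as inactive read as strong as hits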
# Target sequence (P31941 whole entry, looked up): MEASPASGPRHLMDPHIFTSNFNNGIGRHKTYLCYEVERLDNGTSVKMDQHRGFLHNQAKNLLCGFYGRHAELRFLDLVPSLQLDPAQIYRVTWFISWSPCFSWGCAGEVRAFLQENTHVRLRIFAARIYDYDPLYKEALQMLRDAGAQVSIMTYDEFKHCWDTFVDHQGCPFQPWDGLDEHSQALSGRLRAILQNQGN
# hIAP inh – blocks human intestinal alkaline phosphatase; P09923; purified IAP, CDP-Star luminescence, 30 min; inhibition, % at 10 µM; actives 0.12% (n = 330,000); AID 2544;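 active = inhibition reaching a set limit with compound at 10 µM in the primary screen, cut at about 35% in these data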;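 also: plate controls were DMSO wells with enzyme for no effect and no-enzyme buffer wells for full effect; values of inactives mirror those of a sister screen read the other way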
# ATG4B inhibitor – ATG4B (human) cysteine protease inhibition | Q9Y4P1 | ATG4B cleavage of LC3-PLA2, NBD-HPC fluorescence, 1 h | inhibition, % at 8.33 µM | actives 0.51% (n = 340,000) | AID 504462; in the data active = inhibition above about 40%
# Active calls of the source: *; . = not tested or not shown.
SMILES	A3G deaminase	MPTP inh	mIAP block	beta cell repl	hIAP act	mIAP activ	A3A deaminase	hIAP inh	ATG4B inhibitor
CCCNC(=O)CN1CCN(S(=O)(=O)c2ccc(Br)s2)CC1	-4	-1.2	-6	-3	1.1	1.1	-2	-7	-4
CCOCCCNC(=O)Cn1cnc2c(cnn2-c2ccc(F)cc2)c1=O	-7	-1.1	-5	-2	0.98	1.1	-7	2	-1
O=S1(=O)CCC(NC2CCCC2)C1 (stereo not given)	-7	0.9	-7	3	1.1	1.1	-6	-7	-4
O=C(N/N=C/c1cccnc1)C(O)(c1ccccc1)c1ccccc1	-6	1.4	-1	-2	1.1	1	-5	-12	-13
CC(NC(=O)c1ccccc1NS(C)(=O)=O)c1ccccc1 (stereo not given)	-7	-3.6	-3	-3	1	1	3	-2	-4
CCCN1CCC(N2CCN(c3cccc(C(F)(F)F)c3)CC2)CC1	0	-0.6	10	0	0.97	0.9	4	3	3
COc1ccc(S(=O)(=O)N(Cc2cccs2)C2CCCC2)cc1	6	0.6	-2	-1	0.87	1	-1	13	50*
CCC(=O)OCC(=O)C1(OC(=O)CC)[C@H](C)C[C@H]2[C@H]3[C@H]([C@@H](O)C[C@@]21C)[C@@]1(C)C=CC(=O)C=C1C[C@H]3Cl (stereo not given in full)	1	-0.2	8	-3	1	0.92	1	-4	-12
Cc1cnc(C(=O)OCC(=O)Nc2cc(S(=O)(=O)N3CCOCC3)ccc2Cl)cn1	5	-0.3	-3	-3	1	1	1	-1	-4
COc1ccccc1C(=O)N/C(=C\c1cn(S(=O)(=O)N(C)C)c2ccccc12)C(=O)NCCCN1CCOCC1	-5	-2.9	14	-4	0.92	0.86	-3	8	-8
CCOC(=O)C1CCN(C(=O)c2cccc(C(=O)N3CCC(C(=O)OCC)CC3)c2)CC1	2	0.1	1	0	0.95	0.99	2	5	-13
Cn1nc(C(=O)OCC(=O)Nc2cc(Cl)ccc2C#N)c2ccccc2c1=O	-4	0.9	2	-1	0.94	0.98	2	6	-5
COc1cccc(-c2cc(CC3(O)CCN(CCCc4ccccc4)CC3)on2)c1	0	1.0	-2	-3	0.92	1	5	8	-9
CC1=C(C(=O)OC(C)C)C(c2ccc(C)o2)C(C(=O)OC(C)C)=C(C)N1	-7	4.8	-2	-2	0.91	1	-4	10	-4
Cc1ccc(CNC(=O)c2c(-c3ccccc3)noc2C)cc1	-10	0.9	8	-2	0.87	0.92	20	13	-5
CC(C)CCN1C(=O)CCC1(C)C(=O)NC1CCCCCC1 (stereo not given)	-8	-0.3	7	-1	0.9	0.93	-5	10	5
Cc1ccc(C2C3C(=O)N(c4ccccc4)C(=O)C3N3CCCN23)cc1 (stereo not given)	-3	2.1	-2	-1	1.1	1	-6	-6	-6
Cc1cccc2c(=O)c(Br)c(C)n(Cc3ccccc3)c12	-6	0.8	10	-3	0.95	0.91	-2	5	-3
CCC1=NN(C(=O)Cc2ccc([N+](=O)[O-])cc2)C(O)(c2ccncc2)C1 (stereo not given)	-7	0.3	-6	-2	1.4	1.1	-1	-38	4
CCC(=O)NC(c1cccs1)c1ccc2cccnc2c1O (stereo not given)	-6	1.0	3	-5	1.3	0.97	0	-32	-2
O=C(CCN1C(=O)/C(=C/c2ccc(Cl)cc2)SC1=S)NCCCn1ccnc1	-9	60*	12	-4	0.88	0.88	-3	12	5
Cc1cc(C)cc(N(CC(=O)N2CCCCCC2)S(C)(=O)=O)c1	-11	-0.1	2	-2	1.1	0.98	-1	-11	1
Cc1nc(SCC(=O)c2ccc(F)c(F)c2)[nH]c(=O)c1Oc1ccc(Cl)cc1	-9	28	13	-3	0.94	0.87	-2	6	-3
O=C(COC(=O)C1CCCCC1)Nc1cccc(Br)c1	2	-1.7	-21	1	0.97	1.2	8	3	-9
O=C(Nc1ccc(OCc2ccccc2)cc1)c1ccccc1	-5	3.8	8	4	0.83	0.92	-2	17	-7
COc1ccc(-c2nc3nc(N)nn3cc2C)cc1F	-14	0.2	-10	-4	1.1	1.1	-10	-10	7
COc1cc(/C=C2/C(C)=C(C#N)c3nc(N)c(C#N)c(C)c32)ccc1OCC(=O)O	1	.	2	-6	0.98	0.97	2	2	5
Cc1cc(NC(=S)Nc2ccccc2)ccc1Br	2	71*	0	-4	0.84	1	1	16	6
CC(=O)Nc1ccc2c3c(cccc13)CC2	-5	0.3	-6	-4	1.3	1.1	-1	-33	0
CCOC(=O)/C(C#N)=C1\C(=O)N(Cc2ccccc2)c2ccccc21	5	0.3	7	-4	1.2	0.93	2	-18	-1
COc1ccc(CCc2nnc(N)s2)cc1OC	-1	1.3	-7	-2	0.88	1.1	-1	12	-1
Cc1cccc(NC(=S)NCc2ccc3c(c2)cc(C)n3C)c1C	20	1.8	16	-7	0.93	0.84	1	7	39
Cc1cc(C(=O)NCc2ccc(S(N)(=O)=O)cc2)c(C)o1	-4	-0.5	5	1	0.84	0.95	8	16	-8
O=S(=O)(Nc1cc(S(=O)(=O)N2CCOCC2)ccc1NCC1CCCO1)c1ccccc1 (stereo not given)	-5	-2.5	12	4	1	0.88	-3	0	-16
COC(=O)N/N=C\c1ccc(OC/C=C/c2ccccc2)c(OC)c1	8	-1.4	-8	-4	1	1.1	3	0	-9
CCc1cc(C(=O)N2CCCC(Nc3ccc(F)c(F)c3)C2)n(C)n1 (stereo not given)	-5	-1.1	3	0	0.96	0.97	-1	4	22
O=C(/C=C/c1ccc([N+](=O)[O-])cc1)NCCSCc1ccco1	-4	0.5	10	0	0.9	0.9	0	10	24
CCc1ccc(C(=O)OCC(=O)N(CCOC)c2c(N)n(Cc3ccccc3)c(=O)[nH]c2=O)cc1	-11	-0.4	0	1	0.94	1	0	6	6
CN(C)c1ccc(/C=C/C(=O)c2ccc(O)cc2)cc1[N+](=O)[O-]	-5	8.3	10	-6	0.8	0.9	2	20	-1
CCCCC(=O)Nc1sc2c(c1C(N)=O)CCC2	-2	0.2	-15	1	1	1.2	-2	0	-3
CCNC(=O)CSc1nc2cc(S(=O)(=O)Nc3ccc(OC)cc3)ccc2o1	-8	0.5	8	-1	1.1	0.93	-5	-7	-3
CC(CC(=O)N1CCc2ccccc21)n1cccn1 (stereo not given)	11	-0.9	-5	-3	1.2	1	3	-21	-2
O=S(=O)(NCCCCCCNS(=O)(=O)c1c(F)cccc1F)c1ccc2c(c1)OCCO2	-10	-0.1	2	-4	0.92	0.98	-4	8	-14
COc1ccccc1N1CCN(CCCCN2C(=O)c3ccccc3C2=O)CC1	-4	-1.7	1	-3	0.88	0.99	2	12	-6
O=C(NCc1ccco1)c1cccc2ccccc12	-7	-1.7	2	-1	1.1	0.98	-2	-6	-12
CS(=O)(=O)N1CCN(C(=S)NCc2ccc(Cl)cc2)CC1	-6	-0.6	1	1	0.96	0.99	-5	4	-1
Cc1cccn2cc(-c3cccc(NC(=O)c4cccs4)c3)nc12	-6	-3.0	3	-1	1.1	0.97	-2	-10	-27
Cn1c(SCc2ccc(Br)cc2)nnc1-c1cccs1	-8	4.2	3	4	1.1	0.97	3	-5	1
N#Cc1c(NC(=O)c2cc(-n3cnnc3)ccc2Cl)sc2c1CCCC2	-2	0.7	1	-1	1.1	0.99	0	-14	-6
O=C1N[C@H](Cc2ccccc2)COC(=O)[C@H](Cc2ccc(F)cc2)C/C=C\C[C@H]1CC(=O)N(CCO)Cc1ccccc1	-7	1.4	-3	-6	1.1	1	0	-9	-20
N/C(=N\OC(=O)Cc1ccccc1)c1cccnc1	-5	1.7	1	-1	1.1	0.99	-3	-7	1
CCC(=O)N(CC(=O)Nc1sc(C)c(C)c1C(N)=O)C1CCCC1	-8	-1.7	-8	0	1.1	1.1	-3	-6	-5
CCOc1ccc(S(=O)(=O)NCCC(=O)NCC(c2ccccc2OC)N2CCCC2)cc1 (stereo not given)	-3	0.5	4	-3	1.3	0.96	-2	-33	-10
CCC(C)(C)NC(=O)C(c1ccc(F)cc1)N(Cc1ccccc1)C(=O)c1cnccn1 (stereo not given)	-3	-2.5	3	-2	1	0.97	-2	-1	-3
CCCN1CNc2c(c(=O)[nH]c(=S)n2-c2ccccc2Cl)C1	-5	-0.3	-3	2	0.92	1	-5	8	-9
Cc1ccc(NC(=O)COC(=O)CCNS(=O)(=O)c2ccc(C)c(C)c2)cc1	-5	-1.1	6	-3	1.1	0.94	-3	-13	-9
Cc1cccc(OCCCC(=O)Nc2ccc(N3CCCCC3)cc2)c1	-2	0.8	4	-2	0.82	0.96	-1	18	-10
O=C(NNC(=S)Nc1ccc(Cl)cc1Cl)c1ccc(N2CCOCC2)c([N+](=O)[O-])c1	-6	98*	-5	-4	1.6	1	-4	-55	20
N#CCSc1nnc(-c2ccccc2O)n1Cc1ccccc1	-7	-0.1	4	0	0.78	0.96	-5	22	-10
COc1ccc(CC(=O)Nc2cc(NC(=O)Cc3ccc(OC)c(OC)c3)cc(C(=O)O)c2)cc1OC	-12	-0.5	-6	3	0.95	1.1	-3	5	-7

# Next section
SMILES	A3G deaminase	MPTP inh	mIAP block	beta cell repl	hIAP act	mIAP activ	A3A deaminase	hIAP inh	ATG4B inhibitor
CCCCn1c(N)c(C(=S)NC(=O)CC(C)(C)C)c(=O)n(C)c1=O	-7	-0.4	5	0	0.96	0.95	-4	4	3
CC1Cc2ccccc2N1C(=O)Cn1cc([N+](=O)[O-])ccc1=O (stereo not given)	-8	-1.3	-4	-1	0.96	1	-3	4	-7
C/C=C/C=C\C(=O)Nc1cccc(C2=NOC3(C2)C[C@H](C(N)=O)N(C(=O)CC#N)C3)c1 (stereo not given in full)	12	0.5	2	-4	0.92	0.98	1	8	2
Cc1ccc(NC(=O)CSc2nc(=O)n3cc(C)ccc3n2)c(C)c1	-11	-2.7	4	4	0.97	0.96	-4	3	2
Cc1c(Cl)cccc1NC(=O)c1cccc(NC(=O)CCC(=O)O)c1	-6	-1.5	1	-1	1.2	0.99	-5	-24	-6
COC(=O)[C@H](CC(C)C)NC(=O)Nc1ccccc1F	-7	1.3	-10	-3	0.91	1.1	-3	9	0
Cc1ccc(-n2cccn2)cc1	-9	0.2	-8	3	0.95	1.1	1	5	-3
COc1ccc(/C=C(\NC(=O)c2ccc(C)cc2)C(=O)Nc2c(C)n(C)n(-c3ccccc3)c2=O)cc1	-5	0.0	3	-1	0.91	0.97	-4	9	3
COc1ccccc1/C=c1\sc2nc(-c3ccccc3OC)nn2c1=O	-4	-2.1	11	-2	0.86	0.89	-2	14	-7
CC(=O)N1CCN(S(=O)(=O)c2cccc(C(=O)Nc3ccc4c(c3)CCC4)c2)CC1	-1	1.0	6	-1	1.2	0.94	2	-23	-23
O=C(CSc1ccccn1)N/N=C/c1c[nH]c2ccccc12	-6	-0.4	-2	-1	0.95	1	4	5	-10
COc1ccc(C(=O)Nn2cc3c(c2-c2ccccc2)c(=O)n(C)c(=O)n3C)cc1	-8	-0.5	8	-1	0.88	0.92	-3	12	-9
CCOc1ccc(C(=O)NCC(=O)N2CCc3ccccc3C2)cc1OCC	-7	-3.2	-17	1	0.98	1.2	-4	2	-9
